HSP90 inh: blocks HSP90-mediated luciferase refolding in reticulocyte lysate. Rabbit reticulocyte lysate, luciferase refolding luminescence, 3 h. inhibition, % at 5.6 µM. 290,000 tested, 0.91% active;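 active = inhibition above the screen-wide mean plus 3 SD, computed separately per campaign, cut at about 16% in these data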;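 also: 0% = DMSO wells and 100% = 60 µM geldanamycin wells; inhibitors lower the luminescence because luciferase stays unfolded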
aSyn UTR inh: 5' untranslated region of α-synuclein, MLPCN primary screen; inhibition, % (tested at 7.5 µM); 300,000 tested, 0.82% active; alpha-synuclein 5'UTR reporter, inhibitor activity; in the data active = inhibition above about 60%; inconclusive = no clear call, values can overlap the other calls;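 also: H4 neuroglioblastoma cells stably carrying SNCA 5'UTR luciferase fusion; 0% = DMSO wells and 100% = positive control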
HIF act: HIF pathway transcriptional activation; U2OS HRE-luciferase reporter, luminescence; normalized: DMSO 0%, desferrioxamine 100%; AID 1910; 300,000 tested, 0.32% active; activation, % at 7.5 µM (by protocol);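 active = mean activation of at least 10% of the iron chelator positive control signal, with at least half of replicates also reaching 10%; inconclusive = mean and replicate majority disagree about reaching 10%; inactive = mean and most replicates under 10%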
AI-2 QS modul: modulates the Vibrio harveyi AI-2 quorum sensing system | AID 2094 | 300,000 tested, 0.4% active | Vibrio harveyi JMH597 AI-2 luminescence/OD600 ratio, 9 h; active compounds read low; strain lacks LuxN and CqsS sensors; 0 = neutral-control median | activity change, % at 7.5 µM; in the data active = activity change below about -75%, passing the limit was not always enough; inconclusive = no clear call, values can overlap the other calls;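 also: luminescence divided by OD600 gain over 9 h not by final OD600 alone; inactives centre near 13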
IEC-6 cytotox: counter-screen for KLF5 inhibitors: cytotoxicity in IEC-6 cells; IEC-6 cytotoxicity, luminescence viability; inhibition, % at 5 µM; 290,000 tested, 0.78% active; in the data active = inhibition above about 22%;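 also: 0% = plate median of test compound wells and 100% = cytotoxic reference compound wells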
KLF5 inh: suppresses KLF5 promoter-driven expression | DLD-1 KLF5 promoter-luciferase reporter, luminescence | inhibition, % at 5 µM | 290,000 tested, 0.23% active;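 active = inhibition above a per-plate limit of that plate's mean compound inhibition plus 3 SD, cut at about 60% in these data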;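 also: 0% = DMSO wells and 100% = LY294002 at 200 µM; higher means less KLF5 promoter-driven luciferase light; inactives centre near -14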
HSF1 inhib: HSF1 inhibition; NIH3T3-HGL HSE-luciferase, MG132-induced, luminescence 8 h; active compounds read low; 300,000 tested, 0.77% active; AID 2098; activity change, negative = inhibition, % at 7.5 µM (by protocol);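 active = more than half of replicate wells show activity change below -50%, luminescence cut by over half; inconclusive = some wells, but at most half, below -50%; inactive = no replicate well below -50%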;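 also: luciferase reports HSF-1 transcriptional activity via heat shock element; 0% = median of DMSO wells and -100% = zero luminescence signal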
HSF-1 act: increases HSF-1 driven luciferase reporter signal; NIH3T3-HGL HSF-1 luciferase reporter, MG132, 8 h; 100% = twice DMSO control signal; activation, % at 9 µM; 300,000 tested, 1.7% active; AID 504408;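 active = mean replicate activation of at least 50% with a set share of replicates each reaching 50%; inconclusive = only one of those two conditions met; inactive = mean below 50% and too few replicates reaching it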;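 also: 0% = median of the neutral control wells and 100% = twice that signal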
Platelet DG rel: platelet dense granule release activity; inhibition, %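 (compounds screened at 7.5 µM in platelet-rich plasma)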; human platelet-rich plasma, SFLLRN dense granule ATP release, luminescence; AID 1663; 300,000 tested, 0.22% active;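 active = mean replicate score, as percent of positive control, at or above 50; inconclusive = mean below 50 but at least one replicate at or above 50; inactive = mean and every replicate below 50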
HDAC3 inh: inhibitors of human histone deacetylase 3; 320,000 tested, 0.15% active; O15379; inhibition, % at 8.3 µM; recombinant HDAC3, fluorogenic peptide/trypsin coupled, fluorescence; in the data active = inhibition above about 26%, passing the limit was not always enough; inconclusive = no clear call, values can overlap the other calls
Target sequence (O15379 whole entry, looked up): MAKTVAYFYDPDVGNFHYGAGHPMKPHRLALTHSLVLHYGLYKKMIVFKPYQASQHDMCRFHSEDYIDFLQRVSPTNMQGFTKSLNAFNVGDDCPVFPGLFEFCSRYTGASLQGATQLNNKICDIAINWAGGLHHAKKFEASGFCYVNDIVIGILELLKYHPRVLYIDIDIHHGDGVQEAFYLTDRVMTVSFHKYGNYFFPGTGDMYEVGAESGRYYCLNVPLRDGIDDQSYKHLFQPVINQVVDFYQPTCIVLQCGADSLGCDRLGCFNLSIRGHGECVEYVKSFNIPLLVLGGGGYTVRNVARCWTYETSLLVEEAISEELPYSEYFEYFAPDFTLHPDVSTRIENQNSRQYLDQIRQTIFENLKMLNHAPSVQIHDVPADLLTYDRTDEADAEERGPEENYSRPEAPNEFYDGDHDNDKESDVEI
Numbers without * were called inactive; ? = inconclusive; . = not tested or not shown.

SMILES	HSP90 inh	aSyn UTR inh	HIF act	AI-2 QS modul	IEC-6 cytotox	KLF5 inh	HSF1 inhib	HSF-1 act	Platelet DG rel	HDAC3 inh
Cc1ccc(NC(=O)CSc2nc3c(c(=O)[nH]2)CN(Cc2ccc(F)cc2)CC3)cc1C	4	-20	0.0	20	4	-11	-13	-12	-24	-2
COc1ccc(C(=S)NC2CCCCC2)cc1	-2	-80	0.9	13	5	-32	-5	-2	-9	1
Cc1ccc(C)c(NS(=O)(=O)c2cc(C(=O)NCc3ccccn3)ccc2C)c1	0	-13	0.3	26	1	-31	1	5	-7	.
CCOc1ccc2c(C)cc(=O)oc2c1OCC	3	14	-0.5	5	-4	-8	-3	0	-4	-6
CCOc1ccc(Cn2nnc(C(=O)NCc3ccc(OC)cc3)c2N)cc1	2	18	-0.2	30	-3	5	-5	1	8	-2
COc1cc(C=O)ccc1OCC(=O)Nc1ccc2c(c1)OCO2	1	-90	1.9	26	-1	-33	6	9	6	.
O=C(CNC(=O)c1cccs1)OCC(=O)c1ccccc1	3	-5	0.4	10	-1	-14	-2	-11	2	?
COc1ccc2c(c1)c1nc3ccccc3nc1n2Cc1ccc(OC)c(OC)c1	2	13	-0.9	27	2	-10	-17	-11	-1	-4
COc1ccc(OCc2cc(C(=O)NCC(C)Oc3cccnc3)no2)c(Cl)c1 (stereo not drawn)	-4	-85	1.3	52	2	-70	30	32	-8	2
Cc1ccccc1OCC(=O)Nc1sc(C(=O)Nc2cccc(C)c2C)c(C)c1C#N	1	8	-0.2	32	-2	-9	0	-1	-10	2
COC(=O)c1ccc(C2C(Oc3ccccc3)C(=O)N2CCc2ccc(F)cc2)cc1 (stereo not drawn)	1	6	-0.3	12	-9	13	9	11	-3	-5
CCOC(=O)CCCCC(=O)c1[nH]c(=O)[nH]c1CSc1nc(C)cc(=O)[nH]1	6	-28	.	30	-2	-18	6	-6	1	2
CCC1(C(=O)OC)NC(c2ccccc2OC)C2C(=O)N(C)C(=O)C21 (stereo not drawn)	1	18	-0.7	-2	0	16	-1	4	0	-9
COc1ccccc1-n1cnnc1SCC(=O)Nc1cccnc1Cl	2	-18	-0.2	9	1	-7	-2	-12	2	-2
O=C1C=CC(=O)N1CCCCCCN1C(=O)C=CC1=O	0	.	.	.	24*	-5	.	.	.	-3
CC/C=C/C(=O)N1CC2(CC(c3cccc(NC(=O)COc4ccc(Cl)cc4)c3)=NO2)C[C@H]1C(N)=O (stereo partly drawn)	.	18	-1.1	15	.	.	10	7	1	-5
COc1cccc(CNC(=O)c2cccnc2Sc2ccccc2)c1	-7	14	0.0	24	0	-36	4	-16	1	2
CC(C)(CCl)C(=O)Nc1ccc(OC(F)(F)F)cc1	2	7	0.2	10	2	-25	5	9	-7	-2
COCCNC(=O)Cn1c(=O)n(CCCCCC(=O)Nc2ccccc2)c(=O)c2sccc21	-1	11	0.3	38	-2	6	12	48	2	-13
CC(C)CCC(CC(C)O)c1n[nH]c(=S)n1-c1ccccc1 (stereo not drawn)	3	-17	0.1	6	-5	-14	-5	17	-8	1
O=C(NCc1cccs1)C1CCCN1C(=O)Nc1ccccc1 (stereo not drawn)	-5	-12	0.0	37	3	-22	-4	-1	6	-5
Cc1cc(=O)oc2cc(OC(C)C(=O)NCC3CCC(C(=O)O)CC3)ccc12 (stereo not drawn)	-4	-20	-0.3	12	2	-12	-6	-4	-3	-4
CC(C)CN(C(=O)CN1C(=O)C2CCCCC2C1=O)c1c(N)n(Cc2ccccc2)c(=O)[nH]c1=O (stereo not drawn)	-3	7	-0.1	15	0	-11	-2	-9	-4	1
CCOc1ccccc1NS(=O)(=O)c1ccc(-c2cnc(C3CC3)o2)cc1	3	20	-0.1	95	90*	78*	12	14	-2	9
O=C(Nc1ccn(Cc2ccccc2F)n1)c1ccc(COc2ccc(Cl)cc2Cl)o1	0	-2	0.5	6	-1	-21	28	?	-1	15
CCOC(=O)c1sc2c(c1C)c(=O)n(Cc1ccccc1)c(=O)n2CCN(C)C	-3	14	-0.8	15	1	5	2	7	-2	-1
CCN(CC)C(=O)c1ccc2c(=O)n(Cc3cccc(Br)c3)c(=S)[nH]c2c1	-1	23	0.1	30	3	-6	-1	10	4	6
CSc1nsc(SCC(=O)Nc2nncs2)n1	-4	-1	-0.5	37	3	-29	-1	-12	7	1
Cc1cc(SCC(=O)NCC(c2cccs2)N2CCOCC2)c(C)cc1Br (stereo not drawn)	.	1	0.4	13	.	.	-2	-5	-3	7
Cc1ccc(OC(C)C(=O)Nc2ccncc2)cc1 (stereo not drawn)	-1	-20	0.8	13	0	8	0	-11	2	0
Cc1cc(C)n(C(C)CC(=O)Nc2ccc(-c3ccno3)cc2)n1 (stereo not drawn)	-2	-2	0.4	15	3	0	0	22	-8	1
COc1ccc2oc3ccc(OC)cc3c(=O)c2c1	-5	-190	4.2	5	0	-29	18	32	9	-11
O=C(COC(=O)CCSc1ccccc1)Nc1cc(F)ccc1F	4	-25	0.3	24	-1	6	-3	2	0	9
COc1ccc(-c2ccc3oc(-c4ccsc4)c(-c4ccc(OC)cc4)c3c2)cc1	.	3	-0.2	6	.	.	-5	-13	-5	4
CC1CCCCN1CCNC(=O)c1ccc2c(c1)N(Cc1ccccc1F)C(=O)c1ccccc1S2=O (stereo not drawn)	8	-8	1.0	-3	-2	-31	-2	-14	1	9
O=C(/C=C/c1ccccc1)NC(=S)NNC(=O)c1ccco1	-1	4	0.1	?	-4	-25	6	17	2	2
O=C(NNc1ccccn1)C(c1ccccc1)c1ccccc1	4	2	-0.4	15	-1	-33	8	4	0	-2
CC(C)C(=O)c1cn(CC(=O)N2CCCc3ccccc32)c2ccccc12	0	4	-0.4	36	0	-16	-3	-3	1	4
CCCSc1nnc(CNC(=O)C23CC4CC(CC(C4)C2)C3)n1Cc1ccccc1	2	29	-0.6	17	-7	-2	10	-4	-3	-1
COc1ccc(S(=O)(=O)N2CCC(C(=O)NCc3ccco3)CC2)cc1C	0	2	2.6	24	-1	9	7	7	-2	5

3 entries from above, sorted by length of the SMILES, rising.
SMILES	HSP90 inh	aSyn UTR inh	HIF act	AI-2 QS modul	IEC-6 cytotox	KLF5 inh	HSF1 inhib	HSF-1 act	Platelet DG rel	HDAC3 inh
CSc1nsc(SCC(=O)Nc2nncs2)n1	-4	-1	-0.5	37	3	-29	-1	-12	7	1
COc1ccc2oc3ccc(OC)cc3c(=O)c2c1	-5	-190	4.2	5	0	-29	18	32	9	-11
CCOC(=O)c1sc2c(c1C)c(=O)n(Cc1ccccc1)c(=O)n2CCN(C)C	-3	14	-0.8	15	1	5	2	7	-2	-1

Other entries.
SMILES	HSP90 inh	aSyn UTR inh	HIF act	AI-2 QS modul	IEC-6 cytotox	KLF5 inh	HSF1 inhib	HSF-1 act	Platelet DG rel	HDAC3 inh
CCC(C)(C)n1nnnc1C(c1cc2ccc(OC)cc2[nH]c1=O)N1CCCCC1 (stereo not drawn)	-1	20	-0.3	6	5	6	-8	-4	-2	-4
Cc1cc(NC(=O)CC(F)(F)F)n(-c2ccccc2)n1	2	-2	-0.6	18	0	-19	2	24	1	-3
Cc1c(C(=O)C(=O)NCCc2ccc(S(N)(=O)=O)cc2)c2ccccc2n1C	-6	-10	-0.3	13	1	-13	3	6	-37	-9
Cc1cccc(/C=C(\c2nc3ccccc3[nH]2)S(=O)(=O)c2ccccc2)c1	6	-118	2.2	6	25*	-7	241	344*	0	.
CCOC(=O)C(C)N1CC(=O)N(c2ccccc2)C1=O (stereo not drawn)	-1	0	0.3	28	-1	-27	1	3	-5	-7
CN(C)CCNC(=O)c1cc2c(s1)-c1ccccc1OC2	3	-19	2.2	7	8	-52	6	18	-15	-371
CC[N+](CC)(CC)C/C=C/CN1CCCCC1	-3	2	0.5	5	9	-43	-14	-9	30	-2
Cc1ccc(-c2sc(-c3ccccc3)nc2CC(=O)Nc2ccccc2F)cc1	0	35	0.0	26	0	-10	0	-4	-8	-2
C(=N\n1cnnc1)/c1cccn1-c1ccccc1	-1	6	-0.7	-12	-4	7	-6	-3	7	9
Fc1ccc(-c2nnc3ccc(N4CCCC4)nn23)cc1	1	14	-0.3	21	-1	-9	-3	-10	3	0
COCC(C)N1CC(O)=C(c2nc(-c3ccc(Cl)cc3)cs2)C1=N (stereo not drawn)	2	28	-0.7	5	0	-27	0	5	6	2
CCCCNC(=O)c1cc2c(=O)n3cccc(C)c3nc2n(CCN2CCOCC2)c1=N	-4	-31	-0.3	16	8	-26	0	-14	-7	-83
CCCCC(=O)N/N=C/c1ccc(Sc2cccc3cccnc23)o1	4	38	-0.1	17	7	-22	9	-13	-3	1
N#Cc1ccc(C(=O)Nc2cc(S(=O)(=O)N3CCCC3)ccc2OCC(F)(F)F)cc1	1	11	-0.1	11	-6	-14	-3	-4	-7	3
CC(=O)N1CCN(c2nnc(-c3ccc(C)cc3)c3ccccc23)CC1	-4	40	-0.8	-6	-4	-13	8	-10	5	2
O=C(COc1ccc2oc(-c3ccco3)cc(=O)c2c1)N1CCCCC1	3	-45	0.0	40	-2	-18	9	12	-4	-61
CCOC(=O)c1sc2nc(-c3ccccc3)ccc2c1N	-7	-23	0.8	6	1	-185	-11	9	1	-9
CC(=O)N1CCc2cc(S(=O)(=O)C(C)CC(=O)Nc3ccc(OC(F)(F)F)cc3)ccc21 (stereo not drawn)	-2	-38	1.5	24	-1	-61	-4	7	15	3
Cc1ccc(C(=O)Nc2nn(C)c3cccc(F)c23)cc1	4	10	1.1	0	10	-13	-6	-6	0	6
COc1ccc(C(=O)Nc2ccc(NC(=O)Cc3ccccc3)cn2)cc1	2	-25	0.2	17	4	-29	-6	1	1	0
Cc1ccnc(NC(=O)Cn2cc([N+](=O)[O-])cn2)c1	-3	8	3.2	24	-2	-13	-2	10	-4	7
CCc1ccc(C(=O)NNC(=O)C2CCN(c3ncnc4sc(C)c(C)c34)CC2)cc1	.	19	0.0	14	.	.	-6	-2	12	.
CCC(C)(C)n1nnnc1C(c1cccnc1)N1CCCc2ccccc21 (stereo not drawn)	0	-5	-0.7	46	-2	-19	1	6	-2	1
Cc1cc(Nc2cc(C(=O)O)ccc2C)n2ncnc2n1	-2	-19	0.1	4	-3	0	-9	-13	11	5
CCOCC(=O)Nc1c(C(=O)Nc2ccc3c(c2)OCCO3)oc2ccccc12	-7	-28	2.4	7	-2	-152	12	37	6	0
CCCCNC(=O)CSc1nc2ccsc2c(=O)n1C1CCN(C(=O)OCC)CC1	1	38	0.1	37	6	22	-1	13	10	9
COc1ccc(-n2c(=O)c3c4c(sc3n(CC(=O)NCC3CCCO3)c2=O)CCCC4)c(OC)c1 (stereo not drawn)	7	0	0.1	7	9	-21	-3	8	0	0
CCCCC(CC)CNC(=O)C(=O)c1ccccc1NC(C)=O (stereo not drawn)	0	7	-0.3	9	-4	-2	-1	-15	7	1
CCC(=NC(C)c1ccccc1)c1c(O)n(C)c(=O)n(C)c1=O (stereo not drawn)	2	50	0.0	25	-1	-19	22	?	-10	1
CC(C)[C@H](NC(=O)c1ccccc1)C(=O)OCC(=O)NCc1ccc(F)cc1	-2	8	-0.2	21	-8	-2	6	10	-5	2

Screening results (PubChem BioAssay)
